Screening results deposited in PubChem BioAssay by several laboratories.
NALP1 yeast inh: NALP1 inflammasome inhibitors in reconstituted yeast, colorimetric, S. cerevisiae, triplicate retest | actives 0.61% (n = 280,000) | S. cerevisiae NALP1/ASC/caspase-1 growth, X-gal OD620, 72 h | inhibition, % at 10 µM; in the data active means inhibition mostly above about 24%, no sharp cut-off; inactive means mostly below about 32%; further: some compounds called inactive have numbers as strong as hits
IMP-1 inh: IMP-1 metallo-beta-lactamase inhibitors, primary screen, biochemical, epi-absorbance readout, Pseudomonas aeruginosa enzyme. metallo-beta-lactamase IMP-1 (Pseudomonas aeruginosa). purified IMP-1, nitrocefin hydrolysis, epi-absorbance fluorescence. inhibition, % at 5.6 µM. actives 0.45% (n = 290,000). AID 1556, 2009;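 active means inhibition above the mean plus 3 SD of all compounds in the same screening run, cut at about 4.5% in these data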;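 further: 0% = IMP-1 with DMSO and 100% = DMSO wells lacking enzyme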
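Assay system: purified recombinant IMP-1 beta-lactamase. Input: IMP-1 0.2 nM before substrate addition. Buffer or medium: Zinc- and detergent-supplemented HEPES buffer, pH 7.1. Schedule: 25 °C, 15 min preincubation, 25 min reaction. Signal: Epi-absorbance fluorescence, 480 nm excitation, 530 nm emission. Evaluation: percent inhibition from optical density relative to buffer-blank wells.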
p-CIP stab down: p/CIP-EGFP fusion destabilizers, primary screen, fluorescence, F442A cells; 16 h; decrease of EGFP signal, % at 10 µM; actives 0.01% (n = 290,000); AID 1984, 2009;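 active means EGFP signal decrease of at least 30% at 10 µM or well 3 SD below plate mean, unless failing retest; inactive means the rest, including hits failing retest or dose response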; further: some compounds called inactive have numbers as strong as hits; many of its hits are not listed in these tables
M18AAP inhibitor: PfM18AAP inhibitors, malaria aminopeptidase, primary screen, biochemical, QFRET, recombinant enzyme. M18 aspartyl aminopeptidase (Plasmodium falciparum 3D7). H-Glu-NHMec fluorogenic cleavage. inhibition, % at 7.35 µM. actives 1.2% (n = 290,000). AID 1822, 2009;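 active means inhibition above the campaign mean inhibition over all tested compounds plus 3 SD, cut at about 28% in these data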;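 further: 0% = plate median of test compound wells and 100% = 2 mM ZnCl2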
IDE inh: human IDE inhibitors in live cells, primary screen, fluorescence polarization, HEK cells, FAbetaB substrate | Insulin-degrading enzyme (Homo sapiens), P14735 | FAbetaB cleavage | inhibition, % at 5.59 µM | actives 0.41% (n = 320,000) | AID 434962, 2010;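 active means percent inhibition above the average of all tested compounds plus 3 SD, set per screening campaign, cut at about 16% in these data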;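 further: IDE supplied by intact live HEK cells; FP after avidin binding of uncleaved biotin substrate so inhibition keeps polarization high; 0% = DMSO wells and 100% = 60 µM reference IDE inhibitor Ii1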
PHOSPHO1 inh: PubChem AID 1565; recombinant PHOSPHO1, absorbance phosphatase assay; inhibition, % at 13.3 µM; actives 1.1% (n = 290,000); in the data active means inhibition above about 60%
Target sequence (Q8TCT1 whole entry, looked up): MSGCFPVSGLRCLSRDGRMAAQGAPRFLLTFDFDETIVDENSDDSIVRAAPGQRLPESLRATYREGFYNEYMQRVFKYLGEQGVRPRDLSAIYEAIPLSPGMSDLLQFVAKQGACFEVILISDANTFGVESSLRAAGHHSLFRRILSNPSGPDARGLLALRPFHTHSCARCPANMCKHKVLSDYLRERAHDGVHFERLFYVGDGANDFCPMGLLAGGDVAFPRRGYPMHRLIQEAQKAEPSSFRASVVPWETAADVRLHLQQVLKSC
VIM-2 inh: VIM-2 metallo-beta-lactamase inhibitors, primary screen, biochemical, epi-absorbance readout, Pseudomonas aeruginosa enzyme | purified VIM-2, nitrocefin hydrolysis, epi-absorbance fluorescence | inhibition, % at 5.6 µM | AID 1527, 2009 | actives 0.89% (n = 290,000);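 active means inhibition above the mean of all tested compounds plus 3 SD, cutoff set per screening run, cut at about 7.5% in these data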;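 further: red hydrolysis product quenches plate fluorescence so inhibitors raise well fluorescence; 0% = enzyme with DMSO and 100% = DMSO without enzyme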
IDE cell activ: human IDE activators in live cells, primary screen, fluorescence polarization, HEK cells, FAbeta-B substrate; Insulin-degrading enzyme (Homo sapiens), P14735; FAbeta-B cleavage; 0% vehicle, 100% cell-free pure enzyme wells; activation, % at 5.96 µM; actives 0.073% (n = 340,000); AID 493087, 2011;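 active means activation above the mean of all tested compounds plus 3 SD, set per screening campaign, cut at about 17% in these data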
GPR7 antag: GPR7 receptor antagonists, primary screen, cell-based, fluorescence, single concentration; Neuropeptides B/W receptor type 1 (Homo sapiens), P48145; GPR7-expressing cells, fluorescence antagonist assay; inhibition, % at 4.4 µM; actives 1.1% (n = 290,000); in the data active means inhibition above about 16%, passing the limit was not always enough;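 further: cells stimulated with the agonist NPW; 0% = agonist with vehicle and 100% = vehicle without agonist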
Target sequence (P48145 whole entry, looked up): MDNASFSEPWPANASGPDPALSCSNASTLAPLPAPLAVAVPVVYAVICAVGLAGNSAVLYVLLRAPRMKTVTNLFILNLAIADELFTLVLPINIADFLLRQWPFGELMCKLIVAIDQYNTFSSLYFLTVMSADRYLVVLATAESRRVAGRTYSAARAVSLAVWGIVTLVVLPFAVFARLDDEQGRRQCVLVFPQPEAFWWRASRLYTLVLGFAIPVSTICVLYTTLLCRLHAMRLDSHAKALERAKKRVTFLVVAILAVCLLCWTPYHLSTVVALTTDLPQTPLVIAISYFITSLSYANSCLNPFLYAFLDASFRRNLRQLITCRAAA
The depositor's hits bear a star; x = no result given. Random draw from the library. About 5.3% of those tested had a hit in this group.

SMILES	NALP1 yeast inh	IMP-1 inh	p-CIP stab down	M18AAP inhibitor	IDE inh	PHOSPHO1 inh	VIM-2 inh	IDE cell activ	GPR7 antag
COc1cccc(/C=C/C(=O)OCC(=O)NCc2ccco2)c1OC	14	-2.7	-19	7	4	8	-4.7	-1	-15
CCC(Oc1ccc(C)c(C)c1)C(=O)O (configuration not stated)	-4	-0.9	1	2	0	9	-0.9	2	-6
O=C(CN1CCCCC1)Nc1scc2c1c(=O)oc1ccccc12	7	-2.2	2	2	4	42	-0.8	2	-21
CCC(CC)C(=O)N1CC(=O)Nc2ccc(F)cc2C1c1ccccc1 (configuration not stated)	23	-2.2	1	-2	-3	5	-2.1	4	-7
COc1ccc(NC(=O)CCn2c(=O)c3cccn3c3ccccc32)c(OC)c1	-6	-0.6	7	7	0	33	-4.2	4	1
Cc1ccc(NC(=O)Cn2cnc3c(=O)n(C)c(=O)n(C)c32)c(C)c1	-4	-2.4	6	0	5	34	-1.6	4	-11
Clc1ccccc1CN(Cc1ccco1)Cc1nnnn1C1CCCC1	-4	-1.8	-8	-5	-3	-4	-1.4	5	1
O=c1[nH]c2cc3c(cc2cc1CN(Cc1cccs1)Cc1nnnn1Cc1ccco1)OCCO3	-10	-2.9	0	31*	11	13	2.2	-1	-7
CC1=C(C(=O)Nc2ccc(C)cc2)C(c2ccc(C)o2)C2=C(CC(C)(C)CC2=O)N1 (configuration not stated)	-7	-2.1	-2	4	0	-7	0.5	2	-5
Cc1ccc(C(=O)N(c2ccccc2)C2CC(C)N(C(=O)c3ccco3)c3ccccc32)cc1 (configuration not stated)	13	-4.0	-15	-9	2	-12	-2.5	-1	-8
CCc1ccc(CNCCNCC(C)O)cc1 (configuration not stated)	-2	-3.2	-7	-1	-1	2	0.1	4	-7
COc1ccc(S(=O)(=O)N2c3cc(Cl)ccc3Oc3nc4ccccc4nc32)cc1	9	-1.9	-5	-7	4	-8	-0.6	4	-13
O=S(=O)(/C=C/c1ccccc1)c1ccccc1	26	-0.9	-11	-2	0	22	-2.4	5	-5
OCCCc1cn(CC2CCCCC2)nn1	14	-1.0	-7	0	0	-7	-1.3	-3	-3
COc1ccc(CN(Cc2ccc(C(=O)O)cc2)C(=S)Nc2cccc(C)c2)cc1OC	-11	0.4	21	4	-3	-7	-2.8	1	-19
CCOc1ccc(NC2=CC(=O)CC(c3ccco3)C2)cc1 (configuration not stated)	4	1.2	10	11	0	20	-4.9	1	2
O=C(O)CCc1nn2c3ccccc3nc2n(-c2ccccc2)c1=O	-6	-2.7	1	-1	2	38	-3.9	1	-13
CCN(CC)CCNC(=O)Cc1c(C(=O)O)n(CC)c2ccccc12	33	-2.3	5	-3	-1	14	-2.9	-1	3
O=C(CNC(=O)c1ccc(N2C(=O)c3ccccc3C2=O)cc1)OCC(=O)c1ccc(Cl)cc1	17	-3.4	-8	2	-2	-37	-2.8	3	-1
O=C(O)C1C2C=CC(C2)C1C(=O)NCCCn1ccnc1 (configuration not stated)	x	-3.3	6	-8	-2	-6	0.9	-1	-14
CCc1cccc(NC(=O)CCCn2nc(C)c3c(C)n(-c4ccccc4)nc3c2=O)c1	9	-0.5	-4	-1	-5	37	-1.2	2	-13
O=C(O)C1CCCCC1C(=O)N1CCN(S(=O)(=O)c2ccc(F)cc2)CC1 (configuration not stated)	6	-2.0	-8	4	1	23	-2.0	1	-21
O=C(O)C1C2CCC(C2)C1C(=O)N1CCCC1 (configuration not stated)	x	-2.2	-1	-3	-4	x	-1.0	3	-20
COc1ccccc1Nc1ccc([N+](=O)[O-])cc1N	26	-3.5	-19	31*	-4	-28	0.0	5	-3
Cc1cccc2c1N(CCOc1ccc(C(C)(C)C)cc1)C(=O)C2=O	28	-3.7	-3	4	10	1	-3.2	2	-4

Some of the entries so far, with values under each structure:
Order of results – NALP1 yeast inh, IMP-1 inh, p-CIP stab down, M18AAP inhibitor, IDE inh, PHOSPHO1 inh, VIM-2 inh, IDE cell activ, GPR7 antag
O=C(CNC(=O)c1ccc(N2C(=O)c3ccccc3C2=O)cc1)OCC(=O)c1ccc(Cl)cc1
 : 17, -3.4, -8, 2, -2, -37, -2.8, 3, -1
CCc1ccc(CNCCNCC(C)O)cc1 (configuration not stated)
 : -2, -3.2, -7, -1, -1, 2, 0.1, 4, -7

(continued)
SMILES	NALP1 yeast inh	IMP-1 inh	p-CIP stab down	M18AAP inhibitor	IDE inh	PHOSPHO1 inh	VIM-2 inh	IDE cell activ	GPR7 antag
Cc1nc2scc(C)n2c(=O)c1S(=O)(=O)NCC1CCN(Cc2ccc(Cl)cc2)CC1	7	-3.1	-6	4	-1	36	-0.9	-2	-1
COc1ccc(CN2CCN(Cc3ccc(OC)c(OC)c3OC)CC2)cc1	29	0.7	-5	-11	4	24	-2.3	-1	-5
O=C(NCCCO)c1ccc(CSc2nc3ccccc3c(=O)[nH]2)cc1	x	-4.0	-6	-8	8	28	-0.7	-1	-14
Cc1ccccc1NC(=O)CCSc1nnnn1-c1ccccc1	15	-1.3	14	-5	-3	2	-2.4	0	-10
Cc1c(Br)c(-c2n[nH]c(=S)n2Cc2ccco2)nn1C	24	-1.5	-14	19	8	-20	0.8	-4	-9
CCOC(=O)c1cnc(-n2nc(C)cc2C)nc1Nc1ccccc1OC	-9	-4.6	-2	0	x	21	-1.5	x	-5
CCOC(=O)C(C)/C(C)=N/NC(=O)c1cc2ccccc2cc1O (configuration not stated)	10	-1.8	1	2	-2	-2	-2.0	5	-14
COC(=O)c1ccc(-c2ccc([C@H]3[C@H]4C=CC[C@@H](C)[C@@H]4C(=O)N3Cc3ccccc3)c(F)c2)cc1	-15	x	-2	x	-5	31	x	6	x
O=c1cc(NCc2ccccc2)nc2ccccn12	-14	-0.9	8	3	4	28	-1.4	2	-7
Nc1ccc(N2CCCCC2)cc1N1CCCCC1	1	-3.7	-10	19	-3	18	-1.1	3	-7
COc1cc(/C=C2/C(=O)NN(c3ccc(F)cc3)C2=O)cc([N+](=O)[O-])c1O	x	-2.9	2	10	6	28	-2.1	-4	-12
Cc1nn(C)cc1CNC(=O)Nc1ccc(Cl)c(Cl)c1	4	-4.6	-5	-6	0	13	-1.6	0	3
O=C(O)c1ccccc1OCCOc1ccccc1	33	-1.8	-5	7	3	7	-4.0	3	-10
CC(=O)Nc1ccc(N2C(=O)CSC2c2ccc([N+](=O)[O-])cc2)cc1 (configuration not stated)	-2	-2.6	-13	0	5	7	-6.3	6	6
CCC(C)[C@H](NC(=O)[C@@H]1Cc2ccccc2CN1C(=O)OC(C)(C)C)C(=O)NCC1CCC(C(=O)O)CC1 (some centres not stated)	33	-3.9	-17	2	-2	16	-3.7	9	-7
Cc1cc(C(=O)Nc2ccc3c(c2)OCCO3)c(C)o1	44	4.1	6	1	-3	-3	-1.6	4	-8
COc1ccc(/C=C(\NC(=O)c2ccco2)C(=O)NCCc2nc3ccccc3[nH]2)cc1	-2	-1.8	-14	-5	13	38	-0.1	x	-18
COC(=O)c1cn(Cc2cc(OC)ccc2OC)cc(F)c1=O	11	-0.8	-1	-9	0	x	-2.3	-1	9
CCC1(CC)Cc2ccccc2C2=C(C(=O)N3CCCCC3)C(=O)C(=O)N21	19	-1.7	-2	3	-2	-20	-0.3	4	-16
CCOC(=O)C(NC(=O)c1ccccc1Cl)(Nc1sc2c(c1C(N)=O)CCC2)C(F)(F)F (configuration not stated)	26	-3.4	-14	6	x	1	-1.9	5	-5
O=C(OCC(=O)N1CCc2ccccc2C1)c1ccc(N2CCOCC2)c([N+](=O)[O-])c1	29	-3.2	8	-1	-2	-26	-3.3	-1	-3
Brc1ccccc1Cn1c(-c2cncs2)nc2ccccc21	9	-2.1	-8	0	-1	-7	-3.1	5	-13
Cc1onc(-c2c(Cl)cccc2Cl)c1C(=O)N=C(N)N1CCCC1	22	-1.9	-11	-2	7	21	-1.5	7	-7
COc1ccc(NC(=O)Nc2ccccc2SC)cc1	3	-2.5	-7	1	4	6	-1.6	3	-7
COC(=O)c1cc(C(=O)N2CCN(c3cccc(C)c3C)CC2)cc([N+](=O)[O-])c1	21	-0.8	0	-3	9	8	-4.9	-4	16
CN(C)CCCN(C(=O)CCOc1ccccc1)c1nc2ccc(F)cc2s1	17	1.5	1	-4	x	-14	0.8	-2	1
Cc1ccc(CN2CC(C(=O)N3CC=C(c4ccccc4)CC3)CC2=O)cc1 (configuration not stated)	9	-4.8	-8	4	2	33	-1.4	-2	6
O=C(CCC(=O)N1CCCc2ccccc21)N1CCN(S(=O)(=O)c2ccccc2)CC1	-9	0.4	-1	-1	-2	21	0.3	-2	1
N/C(=N\OC(=O)Cc1ccccc1[N+](=O)[O-])c1ccc(Br)cc1	-4	-1.4	18	3	4	44	-1.2	2	-9
C=CCN(C(=O)c1csnn1)C(C(=O)NC1CCCC1)c1ccc(Cl)cc1 (configuration not stated)	-23	-3.4	0	1	4	46	-3.5	-2	-2

In another format: two of the compounds above
COC(=O)c1cc(C(=O)N2CCN(c3cccc(C)c3C)CC2)cc([N+](=O)[O-])c1
  NALP1 yeast inh: 21	IMP-1 inh: -0.8	p-CIP stab down: 0	M18AAP inhibitor: -3	IDE inh: 9	PHOSPHO1 inh: 8	VIM-2 inh: -4.9	IDE cell activ: -4	GPR7 antag: 16
CN(C)CCCN(C(=O)CCOc1ccccc1)c1nc2ccc(F)cc2s1
  NALP1 yeast inh: 17	IMP-1 inh: 1.5	p-CIP stab down: 1	M18AAP inhibitor: -4	IDE inh: x	PHOSPHO1 inh: -14	VIM-2 inh: 0.8	IDE cell activ: -2	GPR7 antag: 1

Complete entries, looked up by structure.
CCC1(CC)Cc2ccccc2C2=C(C(=O)N3CCCCC3)C(=O)C(=O)N21 reads NALP1 yeast inh: 19; IMP-1 inh: -1.7; p-CIP stab down: -2; M18AAP inhibitor: 3; IDE inh: -2; PHOSPHO1 inh: -20; VIM-2 inh: -0.3; IDE cell activ: 4; GPR7 antag: -16
Cc1cc(C(=O)Nc2ccc3c(c2)OCCO3)c(C)o1 reads NALP1 yeast inh: 44; IMP-1 inh: 4.1; p-CIP stab down: 6; M18AAP inhibitor: 1; IDE inh: -3; PHOSPHO1 inh: -3; VIM-2 inh: -1.6; IDE cell activ: 4; GPR7 antag: -8

2 compounds drawn at random from those above, as already listed:
SMILES	NALP1 yeast inh	IMP-1 inh	p-CIP stab down	M18AAP inhibitor	IDE inh	PHOSPHO1 inh	VIM-2 inh	IDE cell activ	GPR7 antag
Cc1ccc(CN2CC(C(=O)N3CC=C(c4ccccc4)CC3)CC2=O)cc1 (configuration not stated)	9	-4.8	-8	4	2	33	-1.4	-2	6
O=C(NCCCO)c1ccc(CSc2nc3ccccc3c(=O)[nH]2)cc1	x	-4.0	-6	-8	8	28	-0.7	-1	-14
